D1 potentiator = human D1 dopamine receptor positive modulation; P21728; 360,000 tested, 0.036% active; potentiation, % at 10 µM; HEK293 TREx D1 cells, calcium flux, dopamine EC20 potentiation; in the data active = potentiation above about 30%; note: 0% is about no effect
D2 PAM = positively modulates the human D2 dopamine receptor allosterically; AID 485347; HEK293 T-REx D2, calcium flux, EC20 dopamine potentiation; potentiation, % at 10 µM; P14416; 340,000 tested, 0.34% active;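 active = potentiation over 3 SD above the plate norm, cut at about 30% in these data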; note: 0% is about no effect
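Potentiation of an EC20 dopamine calcium response measured kinetically over 180 s, after a preceding 180 s compound-only read flagging agonists. Cells: inducible Hek293 Trex D2 line, 4000/well, cultured overnight at 30 C before dye loading.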
RXFP1 agonist = agonists of human relaxin receptor RXFP1. Q9HBX9. HEK293T-RXFP1 cAMP TR-FRET, 30 min; response scale: percent of porcine relaxin response, buffer zero. Potency, µM (series often up to 57.5 µM), without a hit: at the highest dose activation, actives largely listed as activators. 370,000 tested, 0.3% active; note: potency is the fitted concentration of half-maximal effect; % is set by controls: 0 for no effect and ±100 for the full control effect; nearly all actives have a fitted effect of over 60% in size; many of its hits are not listed in these tables
Target sequence (Q9HBX9 whole entry, looked up): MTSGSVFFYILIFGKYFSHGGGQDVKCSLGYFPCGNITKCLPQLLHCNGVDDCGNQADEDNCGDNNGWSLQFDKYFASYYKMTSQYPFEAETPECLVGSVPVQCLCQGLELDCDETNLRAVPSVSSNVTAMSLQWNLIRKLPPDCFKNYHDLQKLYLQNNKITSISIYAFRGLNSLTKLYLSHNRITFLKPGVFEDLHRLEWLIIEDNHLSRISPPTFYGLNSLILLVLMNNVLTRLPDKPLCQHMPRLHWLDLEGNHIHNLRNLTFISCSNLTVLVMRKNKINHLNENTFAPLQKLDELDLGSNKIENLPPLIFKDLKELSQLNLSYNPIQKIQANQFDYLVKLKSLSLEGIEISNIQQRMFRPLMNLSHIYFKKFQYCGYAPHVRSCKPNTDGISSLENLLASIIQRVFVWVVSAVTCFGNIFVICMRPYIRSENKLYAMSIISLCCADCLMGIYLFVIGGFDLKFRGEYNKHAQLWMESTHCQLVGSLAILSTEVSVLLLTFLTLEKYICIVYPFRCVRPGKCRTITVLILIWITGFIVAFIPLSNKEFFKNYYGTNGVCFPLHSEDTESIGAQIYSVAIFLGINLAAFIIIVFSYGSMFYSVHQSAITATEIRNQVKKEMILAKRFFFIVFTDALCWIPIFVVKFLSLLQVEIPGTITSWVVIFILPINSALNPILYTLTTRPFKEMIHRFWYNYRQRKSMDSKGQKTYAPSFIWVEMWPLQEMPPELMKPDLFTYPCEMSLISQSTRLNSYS
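cAMP rise read by TR-FRET after 30 min, 37C compound exposure (up to 58 uM) in RXFP1-transfected HEK293 cells with Ro 20174 present. EC50 from Hill-equation fits, with 29 nM porcine relaxin as 100% and buffer as basal.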
Vif-APOBEC3G blk = blocks the Vif interaction with human APOBEC3G; Q9HC16; HeLa A3G-eYFP + Vif (tagged APOBEC3G with the HIV-1 protein that degrades it), YFP fluorescence, overnight; Potency, µM (series often up to 46.1 µM), for the others: at the highest dose activity, negative = active, hits mostly inhibitors; 410,000 tested, 0.076% active;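 note: potency is the fitted concentration of half-maximal effect; % is set by controls: 0 for no effect and ±100 for the full control effect; nearly all actives have a fitted effect of over 60% in size; hits raise eYFP signal because A3G escapes Vif-driven loss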
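Read-out is eYFP fluorescence (Ex 488/Em 500-530) from Vif-expressing HeLa A3G-eYFP cells; more signal means A3G escaped Vif-mediated degradation. Cells plated overnight, compound pinned in, incubated overnight at 37 deg C.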
Vif-APOBEC3F blk = Vif-A3F binding inhibition; HeLa A3F-eYFP + Vif (tagged APOBEC3F with the HIV-1 protein that degrades it), YFP fluorescence increase; Potency, µM (titrated, usually from 46.1 µM), for inactives: at the highest dose activity, negative = active; 390,000 tested, 0.2% active; AID 602313; note: potency is the fitted concentration of half-maximal effect; % of control where 0% means no effect; nearly all actives have a fitted effect of over 65% in size
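HeLa cells stably expressing A3F-eYFP plus Vif, plated and incubated overnight at 37 deg C, then exposed to compounds overnight at 37 deg C. Blocked degradation read as raised yellow fluorescence (Ex 488/Em 500-530).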
D1 antag = blocks dopamine activation of the human D1 receptor; P21728; HEK293 TREx D1 cells, calcium flux, dopamine EC80; stronger effect = lower value; activity change, negative = inhibition, % at 10 µM; 360,000 tested, 3.2% active; AID 504652; in the data active = activity change below about -30%; note: % is set by controls: 0 for no effect and ±100 for the full control effect
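Tetracycline-induced HEK293 Trex D1 cells, force-coupled to calcium, dye-loaded; compounds added and read 180 s, then EC80 dopamine added and calcium flux tracked kinetically another 180 s.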
RXFP1 antagonist = blocks the human relaxin receptor RXFP1 | 350,000 tested, 0.59% active | activity change, negative = inhibition, % at 57.5 µM | HEK293-RXFP1, relaxin-stimulated cAMP HTRF, 30 min; stronger effect = lower value | AID 1259400;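 active = activity change of -60% or lower, but not beyond a set lower limit; inconclusive = change between -60% and -40%, or beyond the set limit; inactive = change above -40%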; note: % is set by controls: 0 for no effect and ±100 for the full control effect
Glioma ERSR ind = induces the endoplasmic reticulum stress response in human glioma cells. AID 602332. U87-MG GRP78 promoter luciferase reporter, 16 h. Potency, µM, for the others: at the top dose activation, most hits filed as activators. 420,000 tested, 0.02% active; note: potency is the fitted concentration of half-maximal effect; series mostly up to about 76 µM; % of control where 0% means no effect; nearly all actives have a fitted effect of over 35% in size
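Stably transfected U87-MG glioma cells carrying a GRP78-based luciferase sensor; 16 h compound incubation. Luminescence end-point read 10 min after Bright-Glo addition at room temperature.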
D1 agonist = human D1 receptor agonism; activation, % at 2 µM; HEK293 T-REx D1 cells, calcium flux, agonist mode; 360,000 tested, 1% active; in the data active = activation above about 30%; note: 0% is about no effect
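Tetracycline-induced HEK293 TREx D1 cells, force-coupled to calcium signalling, were dye-loaded with a no-wash calcium kit. Compound was pin-added after a 10 s baseline. Fluorescence was read kinetically at 1 cycle/s for 180 s, with calcium rises flagged as agonism.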
* hit, by the source's call. Unless noted, calls come from the whole dose curve; as a rule, active = well fitted curve in the direction sought with a large enough effect; inconclusive = small, poorly fitted or top-dose-only effect, or another doubt; inactive = no such curve, though single readings can be large; an effect the other way counts as inactive or inconclusive. Some of the compounds tested. The share of hits here may be higher or lower than overall.

What do the screens show for `CC(C)(C)NS(=O)(=O)c1ccc2nc(NC(=O)c3ccc(N4C(=O)CCC4=O)cc3)sc2c1`?
D1 potentiator: -2; D2 PAM: -1; RXFP1 agonist: inconclusive; Vif-APOBEC3G blk: 2%; Vif-APOBEC3F blk: -7%; D1 antag: 22; RXFP1 antagonist: 3; Glioma ERSR ind: -2%; D1 agonist: 5

Results for O=C(NCCNc1ccc([N+](=O)[O-])cc1)c1cccs1 ?
D1 potentiator: -7; D2 PAM: -7; RXFP1 agonist: 1.6%; Vif-APOBEC3G blk: -2%; Vif-APOBEC3F blk: -2%; D1 antag: 2; RXFP1 antagonist: -5; Glioma ERSR ind: 2%; D1 agonist: 3

Results for CC(C)(C)n1cnc2cc(NC(=O)c3ccc(Cl)cc3)ccc21 ?
D1 potentiator: 5; D2 PAM: -18; RXFP1 agonist: 1.5%; Vif-APOBEC3G blk: 1%; Vif-APOBEC3F blk: -1%; D1 antag: 1; RXFP1 antagonist: -11; Glioma ERSR ind: -4%; D1 agonist: 0

Results for N#Cc1nc(COc2ccc(Cl)cc2Cl)oc1N1CCOCC1 ?
D1 potentiator: -2; D2 PAM: 3; RXFP1 agonist: -0.8%; Vif-APOBEC3G blk: -12%; Vif-APOBEC3F blk: 1%; D1 antag: -8; RXFP1 antagonist: -31; Glioma ERSR ind: 6%; D1 agonist: 3

How did COc1ccccc1N1CCN(C(=O)c2cccc(N3C(=O)NC4CC3(C)Oc3ccccc34)c2)CC1 (stereo not given) do in these assays?
D1 potentiator: -4; D2 PAM: 0; RXFP1 agonist: 2.9%; Vif-APOBEC3G blk: -16%; Vif-APOBEC3F blk: -3%; D1 antag: 8; RXFP1 antagonist: 3; Glioma ERSR ind: -3%; D1 agonist: 3

Results for O=S(=O)(Nc1cc(Cl)ccc1-n1cncn1)c1ccccc1Cl ?
D1 potentiator: 2; D2 PAM: 5; RXFP1 agonist: 0.3%; Vif-APOBEC3G blk: 0%; Vif-APOBEC3F blk: 2%; D1 antag: -3; RXFP1 antagonist: -6; Glioma ERSR ind: -1%; D1 agonist: 2

What do the screens show for `CCn1nc(C)c2c(-c3ccccc3)cc(=O)n(C(C)C(=O)Nc3cc(C)ccc3C)c21` (stereo not given)?
D1 potentiator: 0; D2 PAM: -10; RXFP1 agonist: -0.7%; Vif-APOBEC3G blk: 2%; Vif-APOBEC3F blk: 3%; D1 antag: 14; RXFP1 antagonist: -7; Glioma ERSR ind: 0%; D1 agonist: 1

How did COc1ccc(CNC(=O)O[C@@H]2C[C@H]3C(=O)N(c4ccccc4)C(=O)[C@H]3[C@@]3(CN(S(=O)(=O)c4ccc(C)cc4)C[C@H]3C)[C@@H]2O)cc1OC do in these assays?
Vif-APOBEC3G blk: -3%; Vif-APOBEC3F blk: -6%; RXFP1 antagonist: 3; Glioma ERSR ind: 0%

What do the screens show for `O=C(COC(=O)c1cccs1)c1ccc2ccccc2c1`?
D1 potentiator: -22; D2 PAM: -6; RXFP1 agonist: 0.5%; Vif-APOBEC3G blk: 2%; Vif-APOBEC3F blk: 3%; D1 antag: -7; RXFP1 antagonist: -9; Glioma ERSR ind: 3%; D1 agonist: 17

What do the screens show for `CC(C)c1ccc(NC(=O)CCC(=O)NCc2ccco2)cc1`?
D1 potentiator: -5; D2 PAM: 2; RXFP1 agonist: 1.8%; Vif-APOBEC3G blk: inconclusive; Vif-APOBEC3F blk: -41%; D1 antag: -3; RXFP1 antagonist: -13; Glioma ERSR ind: -2%; D1 agonist: 0

Results for Cc1c(NC(=S)NC(=O)CSc2ccc(Cl)cc2)cccc1C(=O)O ?
D1 potentiator: 1; D2 PAM: 4; RXFP1 agonist: 0.0%; Vif-APOBEC3G blk: 1%; Vif-APOBEC3F blk: 0%; D1 antag: 2; RXFP1 antagonist: -18; Glioma ERSR ind: 2%; D1 agonist: 1

What do the screens show for `O=S1(=O)CCC(NS(=O)(=O)c2ccc3ccccc3c2)C1` (stereo not given)?
D1 potentiator: 2; RXFP1 agonist: 1.0%; Vif-APOBEC3G blk: 0%; Vif-APOBEC3F blk: -12%; D1 antag: -4; RXFP1 antagonist: -16; Glioma ERSR ind: 0%; D1 agonist: 0

What do the screens show for `COC(=O)c1c(-c2ccccc2)csc1N`?
D1 potentiator: -3; D2 PAM: -13; RXFP1 agonist: 3.6%; Vif-APOBEC3G blk: -7%; Vif-APOBEC3F blk: -4%; D1 antag: -10; RXFP1 antagonist: -4; Glioma ERSR ind: -3%; D1 agonist: 0

How did COc1cccc(NC(=O)c2oc3ccccc3c2NC(=O)c2ccc(C(F)(F)F)cc2)c1 do in these assays?
D1 potentiator: -3; D2 PAM: -5; RXFP1 agonist: -0.1%; Vif-APOBEC3G blk: -5%; Vif-APOBEC3F blk: 3%; D1 antag: -2; RXFP1 antagonist: -2; Glioma ERSR ind: -1%; D1 agonist: 6

Results for CC(=O)N/C(=N/c1nc(C)cc(C)n1)Nc1cc(C)cc(C)c1 ?
D1 potentiator: 0; D2 PAM: -1; RXFP1 agonist: 4.2%; Vif-APOBEC3G blk: -1%; Vif-APOBEC3F blk: 0%; D1 antag: 2; RXFP1 antagonist: -13; Glioma ERSR ind: -6%; D1 agonist: 1

What do the screens show for `COC(=O)c1sc(NC(=O)CSc2nncs2)c(C(=O)OC)c1C`?
D1 potentiator: -2; D2 PAM: 2; RXFP1 agonist: 4.2%; Vif-APOBEC3G blk: -1%; D1 antag: -9; RXFP1 antagonist: -8; Glioma ERSR ind: 0%; D1 agonist: 5

Results for CC(C)c1ccc(NC(=S)Nc2ccc3cn[nH]c3c2)cc1 ?
D1 potentiator: -6; D2 PAM: 4; RXFP1 agonist: 1.7%; Vif-APOBEC3G blk: 6%; Vif-APOBEC3F blk: 4%; D1 antag: 20; RXFP1 antagonist: -7; Glioma ERSR ind: 2%; D1 agonist: -3

Results for CC(C)OCCCNC(=O)CN1C(=O)c2ccccc2Sc2ncccc21 ?
D1 potentiator: -3; D2 PAM: -3; RXFP1 agonist: 5.8%; Vif-APOBEC3G blk: 0%; Vif-APOBEC3F blk: 1%; D1 antag: 2; Glioma ERSR ind: -3%; D1 agonist: 1

Results for CC(=O)c1sc(=S)n(Cc2ccccc2)c1C ?
D1 potentiator: 0; D2 PAM: 4; RXFP1 agonist: 4.9%; Vif-APOBEC3G blk: -4%; Vif-APOBEC3F blk: -1%; D1 antag: 4; RXFP1 antagonist: 0; Glioma ERSR ind: -4%; D1 agonist: 5

Results for O=[N+]([O-])c1cc([N+](=O)[O-])c(Oc2cc(Cl)cc(Cl)c2)cc1NN1CCCCC1 ?
D1 potentiator: -2; D2 PAM: -13; RXFP1 agonist: -0.5%; Vif-APOBEC3G blk: 0%; Vif-APOBEC3F blk: 2%; D1 antag: 24; Glioma ERSR ind: -5%; D1 agonist: 6

What do the screens show for `CCCN(CC(=O)Nc1ccccc1OC)Cc1c(O)ccc2ccccc12`?
D1 potentiator: 2; D2 PAM: -4; RXFP1 agonist: 0.5%; Vif-APOBEC3G blk: -1%; Vif-APOBEC3F blk: -8%; D1 antag: -19; RXFP1 antagonist: 3; Glioma ERSR ind: 2%; D1 agonist: 0

How did O=C(NCCCN1CCCC1=O)c1ccccc1NS(=O)(=O)c1ccc(Br)cc1 do in these assays?
D1 potentiator: 1; D2 PAM: 2; RXFP1 agonist: 1.0%; Vif-APOBEC3G blk: 1%; D1 antag: 2; RXFP1 antagonist: -8; Glioma ERSR ind: 0%; D1 agonist: 2

Results for O=C(Nc1ccc2c(c1)OCCO2)c1cccc(Cl)c1 ?
D1 potentiator: 5; RXFP1 agonist: 0.5%; Vif-APOBEC3G blk: -4%; Vif-APOBEC3F blk: -4%; D1 antag: 0; RXFP1 antagonist: -4; Glioma ERSR ind: -2%; D1 agonist: 2

Results for CC1CCc2sc3ncnc(N4CCOCC4)c3c2C1 (stereo not given) ?
D1 potentiator: 0; D2 PAM: 24; RXFP1 agonist: 2.4%; Vif-APOBEC3G blk: 0%; Vif-APOBEC3F blk: -3%; D1 antag: -15; RXFP1 antagonist: -12; Glioma ERSR ind: -6%; D1 agonist: 0

How did CNC(=S)NNC(=O)c1ccc2c(c1)OCO2 do in these assays?
D1 potentiator: -2; D2 PAM: -3; RXFP1 agonist: 2.6%; Vif-APOBEC3G blk: -2%; Vif-APOBEC3F blk: -4%; D1 antag: -7; RXFP1 antagonist: -2; Glioma ERSR ind: 0%; D1 agonist: 2

How did C=C1CCN([C@H](C(=O)NCc2ccc(Cl)c(Cl)c2)C(C)C)S(=O)(=O)c2ccccc21 do in these assays?
D1 potentiator: -5; D2 PAM: 1; RXFP1 agonist: -1.8%; Vif-APOBEC3G blk: 2%; Vif-APOBEC3F blk: -9%; D1 antag: 5; Glioma ERSR ind: -2%; D1 agonist: 4

What do the screens show for `O=C(O)c1cccc(-c2ccc(/C=N/NC(=O)c3cccnc3)o2)c1`?
D1 potentiator: -14; D2 PAM: -9; RXFP1 agonist: 4.4%; Vif-APOBEC3G blk: -3%; Vif-APOBEC3F blk: 0%; D1 antag: -15; Glioma ERSR ind: 0%; D1 agonist: 1

What do the screens show for `Brc1ccc(Nc2nc3ccccc3n3nnnc23)cc1`?
D1 potentiator: -2; D2 PAM: 2; RXFP1 agonist: -0.5%; D1 antag: 0; D1 agonist: 6

How did OC12CCCCC1C(c1ccc3c(c1)OCO3)N(Cc1ccccc1F)CC2 (stereo not given) do in these assays?
D1 potentiator: -5; D2 PAM: -13; RXFP1 agonist: -0.6%; Vif-APOBEC3G blk: 1%; Vif-APOBEC3F blk: -2%; D1 antag: -9; RXFP1 antagonist: -12; Glioma ERSR ind: -3%; D1 agonist: 2

Results for CN1CCN(NC(=O)c2cc(S(=O)(=O)Nc3ccc(Cl)cc3)ccc2Cl)CC1 ?
D1 potentiator: -2; D2 PAM: 7; RXFP1 agonist: 0.6%; Vif-APOBEC3G blk: 0%; Vif-APOBEC3F blk: -1%; D1 antag: -4; RXFP1 antagonist: -11; Glioma ERSR ind: -4%; D1 agonist: 3

Screens as filed in PubChem BioAssay.
